TWEAK-Fn14 inh: inhibitors of TWEAK-Fn14 interaction signaling; TWEAK-stimulated Fn14 reporter cells, luciferase luminescence, 8 h; inhibition, % at 10 µM; 2% of 360,000 active; AID 1159606; in the data active means inhibition above about 50%
SRC3 inh: inhibits human SRC3 coactivator. Q9Y6Q9. HEK293 GAL4-SRC3 luciferase reporter, luminescence. inhibition, % at 3.6 µM. 0.17% of 360,000 active;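 active means inhibition above a per-campaign cutoff, the mean of all compounds plus 3 SD, cut at about 60% in these data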;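 further: 0% = DMSO-treated cells and 100% = gossypol-treated cells at 36 µM; higher means less SRC3-driven luciferase light from the GAL4 reporter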
KKLEB tox: counter-screen for CF NF-kB inhibitors: cytotoxicity. AID 602141. 0.36% of 360,000 active. activity change (cytotoxicity), % at 5 µM. KKLEB CF airway cells viability, ATPlite luminescence, overnight; active compounds read low; cells stimulated with P. aeruginosa culture filtrate;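 active means corrected activity change at or below -50% at 5 µM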
LRH-1 inv ag: suppresses constitutive activity of human LRH-1 | O00482 | HEK293T StAR-luciferase reporter, LRH-1 transfected, 24 h | inhibition, % at 3.6 µM | 0.13% of 360,000 active;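 active means inhibition above the mean inhibition of all tested compounds plus 3 SD, cut at about 73% in these data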;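 further: 0% = DMSO wells and 100% = reporter-only cells lacking LRH-1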
EBV LMP1 NFkB: reduces LMP1-driven NF-kappaB luciferase signal; LMP1-induced NF-kappaB luciferase reporter cells, luminescence; inhibition, % at 12.5 µM; 0.69% of 350,000 active; in the data active means inhibition above about 41%;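 further: 0% = neutral control wells and 100% = reference inhibitor control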
TROY signal inh: inhibitors of TROY-dependent NF-kB signaling; AID 1347056; inhibition, % at 10 µM; 0.98% of 360,000 active; Q293 LMP1-TROYcd NF-kB luciferase reporter, 4 h;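 active means compounds whose plate-normalised and pattern-corrected inhibition of the luciferase reporter signal at the single screening dose is 50% or more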
CF NFkB block: cystic fibrosis NF-kB activation inhibition; KKLEB NF-kB-GFP reporter, PAF-induced, GFP fluorescence overnight; inhibition, % at 5 µM; 0.86% of 360,000 active; AID 588850;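 active means at least 50% inhibition at 5 µM, scaled per plate between neutral and stimulator controls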;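 further: PAF is a Pseudomonas aeruginosa culture filtrate used as stimulus; plate controls were PAF-stimulated DMSO wells for no effect and unstimulated DMSO wells for full effect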
NCOA1 inh: human NCOA1 inhibition; Q15788; HEK293 GAL4-SRC1 luciferase reporter, luminescence; inhibition, % at 3.6 µM; 0.12% of 360,000 active;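 active means inhibition above the campaign mean plus 3 SD, with each screening campaign given its own cutoff, cut at about 60% in these data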;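 further: 0% = DMSO treated cells and 100% = gossypol at 36 µM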
NCOA2 inhibitor: inhibits human steroid receptor coactivator 2 | Q15596 | HEK293 GAL4-SRC2 luciferase reporter, luminescence | inhibition, % at 9 µM | 0.17% of 370,000 active;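 active means inhibition above the mean inhibition of all tested compounds plus 3 SD, set per campaign, cut at about 52% in these data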;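 further: 0% = DMSO treated cells and 100% = cells given Gossypol at 36 µM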
Target sequence (Q15596 whole entry, looked up, the tested form may be a part): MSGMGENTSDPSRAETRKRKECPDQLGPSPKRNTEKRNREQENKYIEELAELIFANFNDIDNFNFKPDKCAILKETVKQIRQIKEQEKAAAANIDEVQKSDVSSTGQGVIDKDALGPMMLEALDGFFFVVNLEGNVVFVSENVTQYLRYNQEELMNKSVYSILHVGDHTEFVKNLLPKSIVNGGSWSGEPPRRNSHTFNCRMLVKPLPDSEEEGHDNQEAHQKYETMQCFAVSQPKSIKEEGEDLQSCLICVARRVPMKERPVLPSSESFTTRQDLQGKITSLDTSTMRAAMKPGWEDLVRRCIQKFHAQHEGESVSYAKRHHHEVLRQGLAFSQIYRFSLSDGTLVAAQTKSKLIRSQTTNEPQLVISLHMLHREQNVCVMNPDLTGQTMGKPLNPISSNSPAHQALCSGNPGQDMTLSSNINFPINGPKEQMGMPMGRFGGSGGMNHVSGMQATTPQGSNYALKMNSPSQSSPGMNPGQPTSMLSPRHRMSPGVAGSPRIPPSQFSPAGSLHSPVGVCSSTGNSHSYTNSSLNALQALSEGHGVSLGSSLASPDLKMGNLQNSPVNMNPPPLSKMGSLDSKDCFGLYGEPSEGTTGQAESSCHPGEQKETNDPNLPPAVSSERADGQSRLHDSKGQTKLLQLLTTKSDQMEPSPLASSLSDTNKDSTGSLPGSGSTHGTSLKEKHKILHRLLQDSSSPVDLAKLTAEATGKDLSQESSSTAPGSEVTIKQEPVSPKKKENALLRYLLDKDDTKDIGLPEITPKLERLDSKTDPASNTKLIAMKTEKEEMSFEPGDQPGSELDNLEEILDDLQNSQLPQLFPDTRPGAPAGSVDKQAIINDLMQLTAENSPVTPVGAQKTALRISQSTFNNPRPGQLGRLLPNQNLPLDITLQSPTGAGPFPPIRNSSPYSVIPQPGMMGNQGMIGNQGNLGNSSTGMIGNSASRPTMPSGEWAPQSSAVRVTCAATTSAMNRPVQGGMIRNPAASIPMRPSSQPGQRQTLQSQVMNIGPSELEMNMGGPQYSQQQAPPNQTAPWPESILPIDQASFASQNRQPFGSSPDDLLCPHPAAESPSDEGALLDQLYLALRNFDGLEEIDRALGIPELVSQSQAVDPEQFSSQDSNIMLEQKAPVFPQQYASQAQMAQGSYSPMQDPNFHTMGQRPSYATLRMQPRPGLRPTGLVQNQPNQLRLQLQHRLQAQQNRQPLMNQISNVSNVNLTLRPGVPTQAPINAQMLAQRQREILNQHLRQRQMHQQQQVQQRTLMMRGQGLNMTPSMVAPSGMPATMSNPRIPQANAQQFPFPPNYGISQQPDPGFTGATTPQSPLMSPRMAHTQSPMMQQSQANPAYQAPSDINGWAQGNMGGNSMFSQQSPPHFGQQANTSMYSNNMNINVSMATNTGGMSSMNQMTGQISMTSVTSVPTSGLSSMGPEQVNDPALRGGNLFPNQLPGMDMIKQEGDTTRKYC
TRAIL sens C8: sensitizes caspase-8 expressing cells to TRAIL; NB7+C8 cells + TRAIL, ATPlite viability luminescence; inhibition (viability loss, TRAIL sensitization), % at 10 µM; 1% of 360,000 active;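 active means compounds causing at least 50% loss of cell viability in the single-dose screen, relative to plate controls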
NR2F2 inh: blocks human COUP-TFII nuclear receptor. AID 686940. HEK293T NGFI-A luciferase reporter, luminescence. 0.7% of 370,000 active. inhibition, % at 8.6 µM. P24468;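 active means inhibition above a per-plate cutoff, mean inhibition of test wells between control levels plus 3 SD, cut at about 38% in these data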;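 further: cells cotransfected with COUP-TFII expression vector driving the NGFI-A reporter; 0% = median of COUP-TF2 test wells and 100% = reporter-only cells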
* = called active by the depositor; nt = no result given. Compounds were not picked by outcome. About 4.2% of those tested had a hit in this group.

SMILES	TWEAK-Fn14 inh	SRC3 inh	KKLEB tox	LRH-1 inv ag	EBV LMP1 NFkB	TROY signal inh	CF NFkB block	NCOA1 inh	NCOA2 inhibitor	TRAIL sens C8	NR2F2 inh
Cc1ccc(S(=O)(=O)CCC(=O)c2ccc(O)cc2O)cc1	7	5	-5	-2	10	1	2	0	4	-3	7
CCCCCN(C(=O)NC(=O)Nc1nncs1)S(C)(=O)=O	24	13	3	-22	-5	-14	-26	-2	14	-7	10
COc1ccc(C2/C(=C(/O)c3ccccc3)C(=O)C(=O)N2C)cc1OC (centres undefined)	-4	-31	0	0	2	-23	-11	-7	-6	-21	-4
CCNC(=S)NNC(=O)c1cc(-c2cccnc2)nc2ccccc12	-27	-12	11	2	-18	-28	-16	4	8	2	9
Cc1cc(C)nc(N2CCN(c3ccc(F)cc3)CC2)n1	-11	1	4	4	10	-3	2	-1	25	-18	4
CCN1CCN(C(=O)C2CCN(c3nnc(-n4c(C)ccc4C)s3)CC2)CC1	13	-14	-4	2	-21	-13	0	-7	-12	0	16
COc1ccc2nc(N3CCN(C(=O)c4ccc([N+](=O)[O-])o4)CC3)sc2c1	-15	-37	1	60	-23	-20	14	-85	-19	25	-3
C=CCN1C(=O)C2(NNc3ccccc3O2)c2ccccc21 (centres undefined)	17	22	6	2	38	18	-12	-1	-13	-9	-15
C[C@@H]1CN([C@@H](C)CO)S(=O)(=O)c2ccc(Br)cc2O[C@@H]1CN(C)C(=O)C1CC1	-12	-1	8	-32	11	-10	-12	-18	16	10	-14
CCOc1ccc(NS(=O)(=O)c2ccc(C(=O)NCC(C)(C)N3CCOCC3)cc2)cc1	1	12	-1	7	4	15	-10	-17	-29	29	17
O=C(Cc1c(F)cccc1Cl)NCC(=O)OCc1ccccc1	26	-4	2	17	-3	26	-10	-6	0	-18	5
CCn1nnnc1SCC(=O)Nc1nc(-c2cccs2)cs1	-2	12	2	-12	5	-3	-6	-1	-9	-13	-2
CC(=O)Nc1cccc(/C(C)=N/NC(=O)c2cc(-c3ccncc3)nc3ccccc23)c1	-16	-2	-6	11	-5	-2	7	1	26	5	-1
O=C(NCc1ccccc1)C(c1c(F)cccc1Cl)N(C(=O)c1csnn1)C1CC1 (centres undefined)	34	10	10	10	-7	-14	-9	-2	-9	0	-14
O=C(NCC1CCCO1)C(c1cccnc1)N(C(=O)Cc1cccs1)c1cccnc1 (centres undefined)	-17	10	8	0	-9	-12	-5	2	4	-16	-6
c1ccc(-c2nc(NCCCN3CCOCC3)c3ccccc3n2)cc1	5	5	-8	-1	-12	0	-3	18	-18	8	2
O=C(NCC1CCCO1)c1ccc(CS(=O)(=O)c2ccc(Br)cc2)o1 (centres undefined)	-8	-6	-2	0	1	6	4	-24	15	9	8
CNC(=O)CN(c1ccc(OC)cc1)S(=O)(=O)c1ccc(F)cc1	1	-38	-5	9	-7	6	6	7	-18	-17	5
Cc1cccc(NC(=O)C2CCN(S(=O)(=O)c3c(C)nn(C)c3C)CC2)n1	-15	-2	14	12	1	-14	-9	7	-10	4	5
Cc1ccccc1C(=O)Nc1ccccn1	6	12	0	-6	4	-6	-11	-17	-10	-10	2
Cc1ccc(S(=O)(=O)N2CCN(c3ccnc4cc(Cl)ccc34)CC2)cc1C	10	23	-26	-3	10	25	19	7	3	-15	24
Cc1ccc(-n2ncc3c(N4CCCC(C)C4)ncnc32)c(C)c1 (centres undefined)	-2	-52	-16	-137	-32	13	12	-75	-52	28	-20
CC1(C)CC2CC(C)(CN2C(=S)NC(=O)c2ccccc2Cl)C1 (centres undefined)	2	15	-10	-8	3	10	-9	-3	-14	3	-18
CCc1nnc(NC(=O)C2CCCN(S(=O)(=O)c3ccccc3)C2)s1 (centres undefined)	6	6	2	-2	1	7	-1	7	-10	12	5
CCC(=O)Nc1ccc(C(=O)N/N=C/c2ccccc2[N+](=O)[O-])cc1	-31	-36	-7	-40	-5	2	-6	-26	8	7	-39
COc1ccc(NC(=O)N2CCCC2C(=O)NCc2ccccc2Cl)cc1 (centres undefined)	-8	-15	1	-18	87*	14	-7	-13	-7	-10	-22
Cc1cnc(CNC(=O)c2csc([C@@H]3C[C@H](O)[C@@H](CO)O3)n2)cn1	-15	-6	-4	20	nt	2	-7	-5	-18	-14	9
CCOc1ccc(C(C(=O)NC2CCCCC2)N(C(=O)Cc2cccs2)c2ccc(-n3cnnn3)c(OC)c2)cc1 (centres undefined)	-25	21	-30	4	1	-4	4	-8	-12	1	10
CN(C)Cc1nc2ccccc2c(=O)n1Cc1nc(C(C)(C)C)cs1	13	7	-2	22	6	26	1	-14	-26	-1	2
O=C(O)C1=C[C@H](c2ccc(Br)cc2)C[C@H](OCCCCO)O1	-12	-10	3	-3	-3	-5	-10	9	-2	-7	-24
COc1ccc(O)c(/C=N/c2sc(C)c(C)c2C#N)c1	-3	6	-26	-11	-5	0	1	-23	-3	-3	4
COc1ccc([N+](=O)[O-])cc1NC(=O)/C=C/C(=O)O	-2	2	18	-14	6	0	-6	-19	8	1	2
COc1cc2oc(=O)cc(-c3cccc(-c4ccc(C(F)(F)F)cc4)c3)c2c(OC)c1OC	-2	4	-8	-4	1	1	17	11	6	3	27
CC(C)CNC(=O)CCCc1c[nH]c2ccccc12	-7	0	23	12	-6	11	-14	1	-21	-4	-5
COc1ccc(N2CCN(C(=O)c3cccs3)CC2)cc1	3	-62	14	-12	4	3	0	-18	-3	1	-6
Cn1nc(C(F)(F)F)c(C(=O)Nc2ccc(F)cc2F)c1Sc1cccc(C(F)(F)F)c1	20	-10	5	12	6	11	4	11	-18	11	10
COc1ccc(CNC(=O)C2CCCN(S(=O)(=O)c3cnc[nH]3)C2)cc1 (centres undefined)	-18	5	8	-7	1	-3	8	6	0	1	5
C/C(=N\NC(=O)c1nn(C)c(C)c1Br)c1ccc(NC(=O)c2ccc(C)s2)cc1	0	-70	2	-159	-11	20	-4	-80	-80	-7	-42
CC(C)NC(=O)Nc1ccc2c(c1)C(=O)N([C@H](C)CO)C[C@H](C)[C@@H](CN(C)S(C)(=O)=O)O2	15	-1	-4	0	1	-12	-21	4	-8	-1	18
Cc1cc(C)c2cc(C#N)c(NCCCNC(=O)CCC(=O)O)nc2c1	4	3	1	-6	-4	2	4	-35	8	-6	3
O=C(Nc1ccc(O)c2c(=O)cc(-c3ccccc3Cl)oc12)c1ccc(Cl)cc1Cl	-4	4	-27	-19	-6	1	36	-9	-6	30	-19
O=[N+]([O-])c1cc(S(=O)(=O)O)cc([N+](=O)[O-])c1NN(c1ccccc1)c1ccccc1	4	9	7	-24	-6	-3	-15	-46	-1	6	-4
CC(=O)N(Cc1ccccc1)c1nc(-c2ccccc2)cs1	10	-3	-3	-4	0	9	-24	-31	4	5	-17
O=C(Cn1nnc(-c2ccc3c(c2)OCO3)n1)NCc1ccco1	-28	-14	-1	-12	-5	-16	7	-23	-28	-5	-12
COc1ccccc1NC(=O)Cn1c(=O)n(-c2ccccc2)c(=O)c2oc3ccccc3c21	-20	-2	-28	18	-3	2	21	-5	6	19	-12
CC(C)(C)c1ccc(-c2csc(NC(=O)CN3C(=O)NC4(CCCCC4)C3=O)n2)cc1	7	1	-7	-42	15	-15	-5	-11	-10	13	1
Cc1ccc2cccc(Oc3ncnc4scc(-c5ccc(Cl)cc5)c34)c2n1	16	-2	-1	16	2	-19	-11	-1	-12	-4	-4
CCCn1c(SCC(=O)Nc2ccc(Cl)cc2F)nc(O)cc1=O	-8	28	6	-4	0	7	4	-3	-1	-17	-8
CN1C(=O)C(C)(C)c2cc(S(=O)(=O)N3CCCC3C(=O)NCc3ccc(F)cc3)ccc21 (centres undefined)	2	-2	-2	12	14	-10	11	-5	-19	6	-13
Cc1[nH]c2ccccc2c1C(c1ccccn1)N1CCCC1 (centres undefined)	12	13	3	1	-2	11	15	-5	-4	3	13
CCOc1ccccc1C(=O)NCC(=O)NNC(=O)c1cccc(S(=O)(=O)Nc2ccc(OC)cc2)c1	-10	-2	2	7	-2	-5	-14	-6	-18	0	-4
COc1cccc2c1oc1c(SCc3nc4ccccc4[nH]3)nc(C)nc12	-17	-30	16	-8	1	-8	5	-15	-24	-7	0

Not a retest: an excerpt of the list.
SMILES	TWEAK-Fn14 inh	SRC3 inh	KKLEB tox	LRH-1 inv ag	EBV LMP1 NFkB	TROY signal inh	CF NFkB block	NCOA1 inh	NCOA2 inhibitor	TRAIL sens C8	NR2F2 inh
CC(C)NC(=O)Nc1ccc2c(c1)C(=O)N([C@H](C)CO)C[C@H](C)[C@@H](CN(C)S(C)(=O)=O)O2	15	-1	-4	0	1	-12	-21	4	-8	-1	18
Cc1cc(C)c2cc(C#N)c(NCCCNC(=O)CCC(=O)O)nc2c1	4	3	1	-6	-4	2	4	-35	8	-6	3
O=C(Nc1ccc(O)c2c(=O)cc(-c3ccccc3Cl)oc12)c1ccc(Cl)cc1Cl	-4	4	-27	-19	-6	1	36	-9	-6	30	-19
O=[N+]([O-])c1cc(S(=O)(=O)O)cc([N+](=O)[O-])c1NN(c1ccccc1)c1ccccc1	4	9	7	-24	-6	-3	-15	-46	-1	6	-4
CC(=O)N(Cc1ccccc1)c1nc(-c2ccccc2)cs1	10	-3	-3	-4	0	9	-24	-31	4	5	-17
O=C(Cn1nnc(-c2ccc3c(c2)OCO3)n1)NCc1ccco1	-28	-14	-1	-12	-5	-16	7	-23	-28	-5	-12
COc1ccccc1NC(=O)Cn1c(=O)n(-c2ccccc2)c(=O)c2oc3ccccc3c21	-20	-2	-28	18	-3	2	21	-5	6	19	-12
CC(C)(C)c1ccc(-c2csc(NC(=O)CN3C(=O)NC4(CCCCC4)C3=O)n2)cc1	7	1	-7	-42	15	-15	-5	-11	-10	13	1
Cc1ccc2cccc(Oc3ncnc4scc(-c5ccc(Cl)cc5)c34)c2n1	16	-2	-1	16	2	-19	-11	-1	-12	-4	-4
CCCn1c(SCC(=O)Nc2ccc(Cl)cc2F)nc(O)cc1=O	-8	28	6	-4	0	7	4	-3	-1	-17	-8
CN1C(=O)C(C)(C)c2cc(S(=O)(=O)N3CCCC3C(=O)NCc3ccc(F)cc3)ccc21 (centres undefined)	2	-2	-2	12	14	-10	11	-5	-19	6	-13

Screening results deposited in PubChem BioAssay by several laboratories.
